Assay outcomes from PubChem.
Glioma ERSR ind: ER stress response induction in glioma; AID 602332; U87-MG GRP78 promoter luciferase reporter, 16 h; Potency, µM, inactives show at the top dose activation, usual class: activators; 420,000 tested, 0.02% active; also: potency is read from the fitted curve at half-maximal effect; series mostly up to about 76 µM; % of control where 0% means no effect; nearly all actives have a fitted effect of over 35% in size
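Stably transfected U87-MG human glioma cells carrying a GRP78-based luminescent sensor were seeded at 1000 cells/well, pin-dosed with compounds and incubated 16 h. Luciferase reagent was then added, and end-point luminescence was read after 10 min at room temperature.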
RGS4 inh: blocks human RGS4-accelerated GTP hydrolysis. 390,000 tested, 0.039% active. AID 504845. P49798. Potency, µM (top dose mostly 114 µM), for inactives: at the top dose activity change, negative = inhibition, most hits filed as inhibitors. Transcreener GDP fluorescence polarization, RGS4-accelerated GTP hydrolysis; also: potency is read from the fitted curve at half-maximal effect; % is scaled to controls: 0 for no effect and ±100 for the full control effect; nearly all actives have a fitted effect of over 75% in size; some results filed as inactive show a strong effect at the top dose
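MLSMR compounds (23 nl, pin-transferred) preincubated 10 min at room temperature with a 500nM (2x) first reagent, then RGS4 at 900nM (2x) plus Transcreener GDP mix added; fluorescence polarization (620/688 nm) read before and after 90 min at 30 °C.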
LDHA inh: blocks human lactate dehydrogenase A; activity change, % (values are at about 110 or 230 µM); purified LDHA, NADH/diaphorase-resazurin fluorescence; stronger effect = lower value; P00338; 480,000 tested, 0.15% active; in the data active = activity change below about -30%; inconclusive = mostly about -25% to -30%;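 also: plate controls were DMSO wells for no effect and wells without enzyme for full effect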
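LDH5 2 nM; NADH 0.06 mM, pyruvate 0.2 mM; 200 mM Tris pH 7.4, EDTA, Tween-20; 5 min RT. Detection: diaphorase 0.133 mg/mL + resazurin 37 µM, fluorescence ex540/em590 at 0 and 20 min; normalized to enzyme-free and DMSO wells.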
TrxR1 substrate: substrates of rat thioredoxin reductase 1. O89049. purified TrxR1 substrate turnover, NADPH consumption readout. Potency, µM (doses to about 114 µM), for inactives: at the highest dose activity change, negative = substrate turnover. 390,000 tested, 0.01% active. AID 588456; also: potency is read from the fitted curve at half-maximal effect; % is scaled to controls: 0 for no effect and ±100 for the full control effect; nearly all actives have a fitted effect of over 50% in size
Target sequence (O89049 whole entry, looked up): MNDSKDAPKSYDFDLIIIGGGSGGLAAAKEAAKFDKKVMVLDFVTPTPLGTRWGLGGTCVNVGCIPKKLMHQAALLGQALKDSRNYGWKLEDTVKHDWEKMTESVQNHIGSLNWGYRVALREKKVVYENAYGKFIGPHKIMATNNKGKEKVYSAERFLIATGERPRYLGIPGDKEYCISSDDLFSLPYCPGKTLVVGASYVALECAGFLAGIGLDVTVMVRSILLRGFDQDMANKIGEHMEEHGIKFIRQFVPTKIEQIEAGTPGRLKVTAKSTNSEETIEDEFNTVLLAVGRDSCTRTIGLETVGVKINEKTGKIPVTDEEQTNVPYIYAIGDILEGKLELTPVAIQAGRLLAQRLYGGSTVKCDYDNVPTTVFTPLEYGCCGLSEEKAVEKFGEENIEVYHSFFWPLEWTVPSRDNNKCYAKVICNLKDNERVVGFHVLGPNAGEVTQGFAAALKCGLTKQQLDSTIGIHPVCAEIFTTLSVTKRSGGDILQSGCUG
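Rat TrxR1, dispensed at 90 nM, was prereduced with 400 uM NADPH (final) for 5 min at ~22 deg C, then incubated with compound 15 min before 400 uM selenite. A first-read NADPH fluorescence drop versus no-compound background flagged substrates.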
TrxR1 inh: inhibitors of rat thioredoxin reductase 1; O89049; recombinant rTrxR1, NADPH fluorescence consumption, selenite substrate; Potency, µM (highest dose often 114 µM), for inactives: at the highest dose activity change, negative = inhibition, most hits filed as inhibitors; 390,000 tested, 1% active; AID 588453; also: potency is read from the fitted curve at half-maximal effect; % is scaled to controls: 0 for no effect and ±100 for the full control effect; nearly all actives have a fitted effect of over 65% in size
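Rat TrxR1 (90 nM in the dispensed reagent) was pre-reduced with 400 uM NADPH for 5 min at room temperature, then incubated with compound for 15 min. After 400 uM selenite was added, NADPH fluorescence (Ex 340/Em 450 nm) was followed for 8 min.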
Vif-A3G inh: inhibitors of Vif-APOBEC3G interaction; Q9HC16; HeLa A3G-eYFP + Vif (tagged APOBEC3G with the HIV-1 protein that degrades it), YFP fluorescence, overnight; Potency, µM (titrated, usually from 46.1 µM), without a hit: top-dose activity, negative = active, hits mostly inhibitors; 410,000 tested, 0.076% active;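 also: potency is read from the fitted curve at half-maximal effect; % is scaled to controls: 0 for no effect and ±100 for the full control effect; nearly all actives have a fitted effect of over 60% in size; hits raise eYFP signal because A3G escapes Vif-driven loss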
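HeLa cells stably expressing Vif and C-terminally eYFP-tagged A3G, seeded overnight at 37 deg C, then exposed to compound by pintool overnight at 37 deg C. Rise in yellow fluorescence (Ex 488/Em 500-530, Acumen) marks blocked Vif-driven A3G degradation.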
Vif-A3F inh: inhibitors of Vif-A3F interaction | HeLa A3F-eYFP + Vif (tagged APOBEC3F with the HIV-1 protein that degrades it), YFP fluorescence increase | Potency, µM (series often up to 46.1 µM), for inactives: at the top dose activity, negative = active | 390,000 tested, 0.2% active | AID 602313; also: potency is read from the fitted curve at half-maximal effect; % of control where 0% means no effect; nearly all actives have a fitted effect of over 65% in size
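HeLa cells stably expressing A3F-eYFP plus Vif, plated and incubated overnight at 37 deg C, then exposed to compounds overnight at 37 deg C. Blocked degradation read as raised yellow fluorescence (Ex 488/Em 500-530).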
IDH1 R132H inh: human IDH1 R132H inhibition. 390,000 tested, 0.093% active. O75874. IDH1-R132H enzyme, NADPH consumption, diaphorase/resazurin fluorescence. AID 602179. Potency, µM (titrated, usually from 76.6 µM), for inactives: top-dose activity change, negative = inhibition, actives largely listed as inhibitors; also: potency is read from the fitted curve at half-maximal effect; % is scaled to controls: 0 for no effect and ±100 for the full control effect; nearly all actives have a fitted effect of over 65% in size
Target sequence (O75874 whole entry R132H, stated change not applied): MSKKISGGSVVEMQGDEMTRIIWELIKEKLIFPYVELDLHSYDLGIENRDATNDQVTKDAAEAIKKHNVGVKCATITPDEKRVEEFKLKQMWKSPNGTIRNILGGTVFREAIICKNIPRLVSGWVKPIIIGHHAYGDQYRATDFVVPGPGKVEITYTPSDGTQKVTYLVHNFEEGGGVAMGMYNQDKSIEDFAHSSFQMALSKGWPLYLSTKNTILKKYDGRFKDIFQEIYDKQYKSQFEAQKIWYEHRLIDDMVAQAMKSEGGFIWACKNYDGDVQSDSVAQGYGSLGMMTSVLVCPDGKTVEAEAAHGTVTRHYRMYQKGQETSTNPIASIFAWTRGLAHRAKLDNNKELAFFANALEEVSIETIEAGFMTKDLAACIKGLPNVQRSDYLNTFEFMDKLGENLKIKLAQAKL
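IDH1-R132H (0.5 ug/mL dispensed) in pH 7.5 Tris buffer was preincubated 30 min with compound, then given a substrate mix of 0.016 mM NADPH and 2 mM alpha-KG for 80 min at room temperature; remaining NADPH was read by diaphorase/resazurin fluorescence.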
USP1 inh: USP1/UAF1 (human) deubiquitinase inhibition; O94782; recombinant USP1/UAF1, Ub-Rhodamine cleavage fluorescence; Potency, µM (titrated, usually from 57.1 µM), for the others: at the highest dose activity change, negative = inhibition, hits mostly inhibitors; 390,000 tested, 0.23% active; AID 743255; also: potency is read from the fitted curve at half-maximal effect; % is scaled to controls: 0 for no effect and ±100 for the full control effect; nearly all actives have a fitted effect of over 60% in size; inactives centre near -12
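High-throughput fluorogenic screen: 1nM USP1/UAF1 complex, Ub-Rho substrate 150nM final, 50mM HEPES pH 7.8 with 0.5mM EDTA, 0.1 mg/ml BSA, 1mM TCEP and 0.01% Tween-20.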
The depositor's hits bear a star; ? = inconclusive; · = no result given; [ ] = remark or other dose. Unless noted, calls follow the shape of the dose curve; as a rule, active = well fitted curve in the direction sought with a large enough effect; inconclusive = small, poorly fitted or top-dose-only effect, or another doubt; inactive = no such curve, though single readings can be large; an effect the other way counts as inactive or inconclusive. Some of the compounds tested; count on the stated rates, not on these rows.

The line under a structure holds: Glioma ERSR ind, RGS4 inh, LDHA inh, TrxR1 substrate, TrxR1 inh, Vif-A3G inh, Vif-A3F inh, IDH1 R132H inh, USP1 inh
Cc1occc1C(=O)NNC(=O)CN1C(=O)NC(C)(c2ccccc2)C1=O (stereo unspecified)
 : -4%, 13%, -11, -9%, -9%, 1%, 2%, 0%, -2%
CCCN(C(=O)COC(=O)CNS(=O)(=O)c1ccc(NC(C)=O)cc1)C1CCS(=O)(=O)C1 (stereo unspecified)
 : -3%, 20%, -11, -8%, -7%, 0%, 6%, -17%, -9%
O=C(NCCCN1CCOCC1)c1ccc(S(=O)(=O)Nc2ccccc2)cc1
 : -2%, -11%, -3, -4%, 4%, 1%, -15%, 0%, 1%
Cc1nn(-c2ccccc2)c(N2CCCC2)c1/C=N/NC(=S)Nc1ccccc1F
 : 3%, -17%, -4, 4%, 10%, -8%, -28%, 1%, -22%
O=C(c1nnsc1S(=O)c1ccc(Cl)cc1)N1CCOCC1 (stereo unspecified)
 : -12%, ?, -9, 10%[57.1 µM], 3.5µM*, -19%, -2%, 10%, -24%
Cc1cccc(CN2CCN(C(=O)CCc3nnc(C4CCCCC4)o3)CC2)c1
 : 1%, -16%, 3, 10%, -15%, 0%, -7%, 11%, -9%
Cc1ccc(F)cc1NC(=O)N1CCN(c2ccnc3cc(Cl)ccc23)CC1
 : -3%, -4%, -4, 5%, 22%, 3%, 0%, 11%, -19%
O=C(Nc1cccc(Cl)c1)C1CCCN(c2nn3cc(-c4ccc(F)cc4)nc3s2)C1 (stereo unspecified)
 : -2%, -47%, 0, -2%, 20%, 2%, 1%, 4%, -24%
CC1CC(C)CN(C(=O)CNC(=O)c2ccc3ccccc3c2)C1 (stereo unspecified)
 : 5%, -30%, 0, 6%, 15%, -7%, -2%, -1%, -11%
N#CCNC(=O)c1cccn1-c1ncc(C(F)(F)F)cc1Cl
 : -3%, -8%, 0, 4%, -1%, -6%, 1%, 4%, -18%

Continuation:
The line under a structure holds: Glioma ERSR ind, RGS4 inh, LDHA inh, TrxR1 substrate, TrxR1 inh, Vif-A3G inh, Vif-A3F inh, IDH1 R132H inh, USP1 inh
CCOc1ccc(/C(O)=C2/C(=O)C(=O)N(CCN(C)C)C2c2ccccc2)cc1Cl (stereo unspecified)
 : -6%, -7%, 0, -10%, -14%, 1%, -6%, 2%, -22%
Cc1cc(N2CCOCC2)ccc1/C=C1\NC(=O)N(CC(=O)Nc2ccccc2C)C1=O
 : 0%, -3%, -5, -3%, 9%, -7%, -14%, 0%, -7%
COc1ccc(/C=C(\NC(=O)c2cccs2)C(=O)Nc2ccccc2C)cc1OC
 : -3%, 18%, -1, -17%, -25%, -1%, -10%, 5%, -7%
CC(=O)N[C@H]1[C@H]([C@H](O)[C@H](O)CO)OC(C(=O)O)=C[C@@H]1O
 : -1%, 1%, -18, 1%, 14%, 2%, 5%, -6%, -11%
Cc1onc(-c2ccccc2)c1C(=O)Nc1ncc([N+](=O)[O-])s1
 : -2%, -19%, -10, -8%[57.1 µM], -8%[57.1 µM], -7%, -12%, 3%, -2%
COc1ccc(C2=NOC(C)(c3nnc(-c4ccncc4)o3)C2)cc1 (stereo unspecified)
 : -2%, 22%, -7, 2%[57.1 µM], ?, 0%, 1%, -7%, -12%
COc1ccc(N2CC(NC(=O)C(c3ccccc3)c3ccccc3)CC2=O)cc1OC (stereo unspecified)
 : -2%, 10%, -4, -2%[57.1 µM], 2%[57.1 µM], -4%, -10%, 2%, -28%
O=[N+]([O-])c1ccc(S(=O)(=O)N2CCN(c3nc(-c4cccs4)nc4ccccc34)CC2)cc1
 : -4%, 9%, 1, -9%, -8%, 0%, ·, ·, ·
C/C(=N/Nc1nc(C)cc(-c2ccccc2)n1)c1ccco1
 : 1%, -43%, -10, -14%, ?, 1%, -16%, 8%, -13%
O=C(OCc1ccc(F)cc1)c1ccc2c(c1)-c1ccccc1C2=O
 : -2%, -5%, -5, 2%, 1%, 0%, -6%, 1%, -11%

Part of the list above in order of molecular weight, low to high.
The line under a structure holds: Glioma ERSR ind, RGS4 inh, LDHA inh, TrxR1 substrate, TrxR1 inh, Vif-A3G inh, Vif-A3F inh, IDH1 R132H inh, USP1 inh
CC(=O)N[C@H]1[C@H]([C@H](O)[C@H](O)CO)OC(C(=O)O)=C[C@@H]1O
 : -1%, 1%, -18, 1%, 14%, 2%, 5%, -6%, -11%
O=C(OCc1ccc(F)cc1)c1ccc2c(c1)-c1ccccc1C2=O
 : -2%, -5%, -5, 2%, 1%, 0%, -6%, 1%, -11%
COc1ccc(/C=C(\NC(=O)c2cccs2)C(=O)Nc2ccccc2C)cc1OC
 : -3%, 18%, -1, -17%, -25%, -1%, -10%, 5%, -7%
CCOc1ccc(/C(O)=C2/C(=O)C(=O)N(CCN(C)C)C2c2ccccc2)cc1Cl (stereo unspecified)
 : -6%, -7%, 0, -10%, -14%, 1%, -6%, 2%, -22%

Following part:
The line under a structure holds: Glioma ERSR ind, RGS4 inh, LDHA inh, TrxR1 substrate, TrxR1 inh, Vif-A3G inh, Vif-A3F inh, IDH1 R132H inh, USP1 inh
Cc1ccc2cc(CN(CCCN3CCOCC3)C(=O)NC3CCCCC3)c(=O)[nH]c2c1C
 : 0%, 21%, -12, 709%[activator], 277%[activator], -1%, -2%, 8%, -11%
COc1ccc(CCNC(=O)C2c3ccccc3C(=O)N2CCC(C)C)cc1OC (stereo unspecified)
 : 1%, 20%, 0, 6%, 34%, -5%, -5%, 9%, -14%
Cc1ccccc1C(=O)Nc1cc(S(=O)(=O)N2CCCCC2)ccc1N1CCN(C)CC1
 : -1%, -18%, 4, -10%[57.1 µM], 31%[57.1 µM], 1%, -5%, 9%, -11%
CCN(C[C@H]1N[C@@](CC)(C(=O)OC)[C@H]2C(=O)N(Cc3ccccc3)C(=O)[C@@H]12)S(=O)(=O)c1ccc(C(F)(F)F)cc1
 : 1%, 19%, -6, -10%, 0%, -4%, -2%, -9%, -4%
COc1ccc(-c2noc(CCC(=O)Nc3ccc(C(F)(F)F)cc3)n2)cc1
 : 7%, 13%, -6, -10%, 1%, 5%, 1%, 0%, -25%
CC(NC(=O)Cn1cc(C(F)(F)F)ccc1=O)c1ccc(F)cc1 (stereo unspecified)
 : 0%, -29%, -4, 7%[57.1 µM], 5%[57.1 µM], 0%, 3%, 0%, -10%
COc1ccc(N(CC(=O)NCCSC(C)(C)C)S(C)(=O)=O)c(OC)c1
 : -3%, 5%, -1, 13%, 24%, 1%, -4%, 5%, -18%
CSc1nsc(SCC(=O)Nc2cc(C(=O)O)ccc2C)n1
 : -2%, -14%, -6, -4%, 14%, 2%, 5%, -12%, -14%
CCOc1cccc(CNc2nnnn2C)c1
 : -4%, -28%, 4, -10%[57.1 µM], 11%[57.1 µM], 0%, 8%, 2%, -6%
Cc1ccc(/C=N/NC(=O)CNC(=O)COc2ccccc2)cc1
 : -6%, -1%, -13, 8%[57.1 µM], 6%[57.1 µM], 0%, -16%, 2%, -20%

The list goes on.
The line under a structure holds: Glioma ERSR ind, RGS4 inh, LDHA inh, TrxR1 substrate, TrxR1 inh, Vif-A3G inh, Vif-A3F inh, IDH1 R132H inh, USP1 inh
CCOc1ccc(Br)cc1S(=O)(=O)NC1CCCC1
 : -6%, 24%, -6, -3%, -6%, 1%, 2%, 9%, -14%
COc1ccc(N2CCN(C(=O)c3cccs3)CC2)cc1
 : 1%, -4%, 4, -5%, -33%, 0%, 2%, -5%, -13%
COC(=O)c1cc2oc(C)cc2n1CC(=O)Nc1cc(C)cc(C)c1
 : -2%, -3%, 3, 3%, 19%, 1%, 0%, 0%, -11%
CS(=O)(=O)c1ccc2nc(NC(=O)c3cc4ccccc4o3)sc2c1
 : 3%, 23%, -3, 24%, 8%, -1%, 2%, 1%, -12%
Cc1cc2cc(CNC(=S)Nc3ccc(OC(F)F)cc3)ccc2n1C
 : -2%, 9%, -7, -4%, -16%, 4%, -4%, 0%, ?
COc1cc(/C=C(/C#N)C(=O)Nc2ccc(C)cc2)ccc1Oc1nc(Cl)ncc1F
 : -2%, 10%, -10, -12%, -9%, -1%, 3%, 4%, -12%
CC(=O)c1ccc(N2CCN(C(=O)c3ccc(-c4ccccc4)cc3)CC2)cc1
 : 1%, -38%, 1, -2%, 4%, -7%, -21%, 3%, -15%
CCOc1ncccc1C(=O)OCC(=O)N1c2ccccc2CC1C (stereo unspecified)
 : -3%, 15%, -4, -2%, 13%, 1%, 0%, 0%, -15%
O=C(NNC(=S)Nc1ccccc1)c1ccncc1
 : 0%, -20%, -8, -16%, -33%, 1%, -30%, 4%, -8%
CSc1nnc(CCCCCCCCc2nnc(SC)o2)o1
 : -4%, 2%, -5, -1%, 23%, 0%, 0%, 3%, -15%
CCC(=O)Nc1cccc(-c2nc3ncccc3o2)c1C
 : 0%, 9%, -5, 19%, 1%, 0%, 4%, -2%, -16%
